Akt phos inh: Akt phosphorylation inhibition; Neuro2A IGF-stimulated pAkt S473 HTRF, 20 min; stronger effect = lower value; activity change, % for hits at 50 µM; actives 0.32% (n = 360,000); in the data active = activity change below about -80%; inconclusive = mostly about -51% to -80%; note: % is set by controls: 0 for no effect and ±100 for the full control effect
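Neuro2A cells in DMEM with 0.5% FBS, overnight at 37 deg C, given compound at single 50 µM final, then IGF (6 nM final) for 20 min at 37 deg C. Lysed; phospho-Akt Ser473 by HTRF after 24 h, 665/615 ratio.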
CCT modulator: modulators of cytosolic chaperonin (CCT/TRiC) activity; purified chaperonin ATPase assay, HTRF ADP detection, 30 min; activity change, % (no concentration beside the values), hits read low; actives 0.3% (n = 360,000); in the data active = activity change below about -30%; note: % is set by controls: 0 for no effect and ±100 for the full control effect
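Enzyme 40 or 20 nM (batch-dependent) in Tris pH 7.4/KCl/MgCl2/DTT; cpd 76 uM single point; ATP 10 uM; 30 min 37 °C; Transcreener ADP HTRF detection, 30 min RT; ratio 665/615.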
A549 tox: kills or reduces viability of A549 cells in Nrf2 counter-screen | Potency, µM (doses to about 46 µM), inactives show at the highest dose activity change, negative = cytotoxicity, actives largely listed as inhibitors | A549 ARE-Fluc cells, CellTiter-Fluor viability, 18-24 h | actives 0.16% (n = 390,000); note: potency is the fitted concentration of half-maximal effect; % is set by controls: 0 for no effect and ±100 for the full control effect
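A549 ARE-Fluc cells in 5% FBS OPTI-MEM, 5000 cells/well, rested 2 h then exposed to compounds in concentration-response for 18-24 h at 37 °C. Viability by CellTiter-Fluor fluorescence (Ex 405/Em 525) after 30 min; luciferase luminescence (BugLite, 15 min, RT) read afterwards.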
Abeta yeast res: compounds reversing amyloid beta toxicity in yeast | yeast expressing A-beta42, growth rescue, OD600, 48 h; response scale: 0% DMSO, 100% iron-clioquinol control | Potency, µM (doses to about 46.1 µM), for the others: at the top dose growth rescue, actives largely listed as activators | actives 0.063% (n = 410,000) | AID 1347071; note: potency is the fitted concentration of half-maximal effect; nearly all actives have a fitted effect of over 55% in size
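Yeast A-beta toxicity model in growth medium with pinned compounds, 48 h at 30 C; growth read as absorbance at 600 nm. Normalized to FeCl3/clioquinol equimolar mix (positive) and DMSO (negative).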
Nrf2 block: inhibitors of Nrf2 signaling. A549 ARE-Fluc reporter, luciferase luminescence, 18-24 h. Potency, µM (titrated, usually from 46 µM), without a hit: at the highest dose activity change, negative = inhibition, actives largely listed as inhibitors. actives 2.1% (n = 360,000); note: potency is the fitted concentration of half-maximal effect; % is set by controls: 0 for no effect and ±100 for the full control effect; nearly all actives have a fitted effect of over 60% in size
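A549 ARE_Fluc cells, 5000/well, 5% FBS OPTI-MEM; compounds in dose-response, 18-24 h at 37 °C/5% CO2; CellTiter-Fluor viability read (Ex 405/Em 525), then BugLite luciferase luminescence = Nrf2 activity.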
MmCpn inh: inhibitors of Methanococcus maripaludis chaperonin (MmCpn); purified Mm-Cpn ATPase, ADP Transcreener TR-FRET; Potency, µM (doses to about 76.9 µM), without a hit: at the highest dose activity, negative = inhibition, hits mostly inhibitors; actives 0.031% (n = 330,000); AID 504842; note: potency is the fitted concentration of half-maximal effect; % is set by controls: 0 for no effect and ±100 for the full control effect; nearly all actives have a fitted effect of over 80% in size
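Compound-treated chaperonin, 25 nM final, turns over 10 uM ATP at 37°C for 30 min following a 10 min preincubation; ADP generated competes with ADP-d2 for Eu-cryptate antibody, lowering FRET.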
HepG2 tox: counter-screen for TGF-b inhibitors: cytotoxicity in HepG2 cells | Potency, µM (titrated, usually from 46.1 µM), without a hit: top-dose activity change, negative = cytotoxicity, most hits filed as cytotoxic | HepG2 CAGA-GFP viability, ATP luminescence, 18 h | AID 588856 | actives 0.76% (n = 410,000); note: potency is the fitted concentration of half-maximal effect; some results filed as inactive show a strong effect at the top dose
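HepG2 CAGA-GFP cells (1000/well, DMEM with 1% FBS) received compound, then TGF-beta at 500 pg/mL final, and were incubated 18 hours at 37 degrees C. Viability was read by CellTiter-Glo luminescence. Media-only wells were set as complete cell-killing and DMSO as no toxicity.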
Nrf2 activator: activates Nrf2 signaling; AREc32 ARE-luciferase reporter (MCF7-derived line), luminescence, 24 h; Potency, µM (doses to about 46.1 µM), for inactives: top-dose activation, actives largely listed as activators; actives 0.31% (n = 410,000); note: potency is the fitted concentration of half-maximal effect; % of control where 0% means no effect; nearly all actives have a fitted effect of over 65% in size
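Reporter line AREc32 (ARE-Fluc), seeded overnight in OPTI-MEM with 5% FBS; compound pin-transferred, 24 hr at 37 deg C, 5% CO2; luminescent read-out.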
TGFb SMAD3 inh: blocks TGF-b signaling. actives 1.2% (n = 410,000). Potency, µM (series often up to 46.1 µM), for the others: at the top dose activity, negative = inhibition, hits mostly inhibitors. HepG2 CAGA-GFP TGF-b/SMAD3 reporter, GFP fluorescence, 18 h; TGF-beta stimulated, 500 pg/mL final; note: potency is the fitted concentration of half-maximal effect; % is set by controls: 0 for no effect and ±100 for the full control effect; nearly all actives have a fitted effect of over 65% in size
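Using HEPG2 CAGA-GFP reporter cells at 1000 cells/well, we pinned test compounds, stimulated with recombinant TGF-beta (500 pg/mL final) and measured total well GFP after 18 h.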
* hit, by the source's call; i = inactive; ? = inconclusive; nt = not tested or not shown. Unless noted, calls come from the whole dose curve; as a rule, active = well fitted curve in the direction sought with a large enough effect; inconclusive = small, poorly fitted or top-dose-only effect, or another doubt; inactive = no such curve, though single readings can be large; an effect the other way counts as inactive or inconclusive. Compounds as they come, and some 4.3% of all compounds hit somewhere here.

SMILES	Akt phos inh	CCT modulator	A549 tox	Abeta yeast res	Nrf2 block	MmCpn inh	HepG2 tox	Nrf2 activator	TGFb SMAD3 inh
Clc1ccc(OCCCCN2CCc3ccccc3C2)cc1	i	-0.8	11%	7%	-13%	0%	-43%	2.5%	?
CC1Cc2ccccc2N1C(=O)CCn1cccn1 (stereo not given)	i	-1.9	0%	nt	0%	1%	-36%	0.5%	14%
O=[N+]([O-])c1cc(-c2nnc(-c3ccccc3)o2)ccc1Oc1ccc(Cl)cc1	i	2.0	3%	-10%	?	1%	-4%	5.5%	?
COc1ccc(-c2nc3ncccn3c2Nc2ccc3c(c2)OCCO3)cc1	i	-1.0	-3%	6%	2%	nt	2%	0.2%	26%
COc1ccc(-c2nc(CN3CCC(C(=O)NCc4ccccc4)CC3)c(C)o2)cc1OC	nt	nt	-3%	-6%	8%	nt	-2%	-0.4%	2%
OCc1ncccc1O	i	-1.5	-1%	5%	5%	-2%	-1%	-0.3%	-23%
Cc1ccc(S(=O)(=O)/N=C2\CN(C)C(=O)N2C)cc1	i	0.1	1%	-4%	?	4%	15%	0.3%	6%
O=C(Cn1nc(-c2ccccc2)c2ccccc2c1=O)Nc1ccc(F)cc1	i	-7.2	2%	-14%	-10%	0%	6%	-0.7%	7%
O=C(NCCOc1ccccc1)C(=O)NCC1CCCO1 (stereo not given)	i	1.0	2%	7%	?	-4%	-1%	1.4%	9%
CCc1nn(CC(=O)NCc2ccccc2Cl)c(=O)c2cc3ccccc3n12	nt	nt	-5%	6%	-6%	nt	-16%	0.5%	?
Cc1ccc(NC(=O)CCC(=O)OCc2ccc(Br)cc2)cc1	i	-3.3	1%	24%	-5%	2%	-10%	-0.3%	-6%
COc1ccc(-c2[nH]ncc2CNCc2cc(C)n(C)n2)c(F)c1	i	0.7	7%	14%	-11%	0%	-19%	-0.7%	?
CCOC(=O)c1cc(CC)sc1NC(=O)CC1SC(N)=NC1=O (stereo not given)	i	-0.1	-2%	-8%	-27%	1%	10%	4.5%	20%
CC(c1ccccc1)n1cc(C(=O)NCc2cccnc2)nn1 (stereo not given)	i	-1.6	16%	1%	0%	2%	0%	0.3%	5%
COc1ccc(NC(=O)NCc2ccc(Cl)cc2)cc1	i	0.5	0%	2%	12%	0%	-11%	-0.4%	0%

The closing 2 records of the part before are carried over, then new ones follow.
SMILES	Akt phos inh	CCT modulator	A549 tox	Abeta yeast res	Nrf2 block	MmCpn inh	HepG2 tox	Nrf2 activator	TGFb SMAD3 inh
CC(c1ccccc1)n1cc(C(=O)NCc2cccnc2)nn1 (stereo not given)	i	-1.6	16%	1%	0%	2%	0%	0.3%	5%
COc1ccc(NC(=O)NCc2ccc(Cl)cc2)cc1	i	0.5	0%	2%	12%	0%	-11%	-0.4%	0%
CCC1C(=O)NCCN1C(=O)c1cccc(OC2CCN(S(=O)(=O)N(C)C)CC2)c1 (stereo not given)	i	-1.7	-1%	-18%	5%	-3%	9%	0.2%	3%
CNC(=O)COc1ccc(S(=O)(=O)Nc2ccc(C)cc2)cc1	i	0.1	-1%	6%	?	2%	-4%	-1.2%	3%
Cc1cc(-c2nn(-c3ccccc3F)cc2CN2CCN(c3ccncc3)CC2)c(C)s1	i	0.8	-16%	15%	?	2%	-30%	9.1%	-20%
Cn1cnnc1SCC(=O)NNC(=O)c1ccc([N+](=O)[O-])cc1	i	0.1	4%	13%	6%	0%	18%	0.0%	6%
CCN(C(=O)COC(=O)/C=C/c1ccco1)C1CCCCC1	i	0.6	-5%	-2%	22%	-3%	-3%	25%	-7%
COc1ccc(CCN2C(=O)c3oc4cc(C)cc(C)c4c(=O)c3C2c2ccc(F)cc2)cc1OC (stereo not given)	nt	nt	3%	2%	10%	nt	0%	-0.1%	2%
CC[C@]12c3[nH]c4ccccc4c3CCN1C(=O)C(CC(=O)NC/C=C(\C)CCC=C(C)C)C[C@@H]2C(=O)N1CCN(C(=O)c2ccco2)CC1 (stereo not given in full)	i	1.7	-22%	9%	23µM*	0%	-13%	-0.6%	?
CC(=O)Nc1nonc1NC(=O)CSc1ccccn1	i	-1.0	-5%	7%	11%	0%	-9%	-0.7%	0%
CCCCN(CCCC)c1ncnc2c1cnn2-c1cccc(C)c1	nt	nt	13%	-26%	nt	nt	-15%	0.5%	-4%
COc1ccc(CN2CCC2(C)C(=O)Nc2cccc(NS(C)(=O)=O)c2)c2ccccc12 (stereo not given)	i	1.1	nt	-1%	nt	nt	-14%	5.1%	?
COc1ccc(OC)c(CN2C(=O)CCC2(C)c2nnnn2-c2c(C)cccc2C)c1 (stereo not given)	i	1.1	nt	6%	nt	nt	nt	0.5%	nt
Cc1cc(C)c2[nH]c(=O)c(CN(CC3CCCO3)C(=S)NCc3ccco3)cc2c1 (stereo not given)	i	-2.4	-1%	-30%	3%	-1%	9%	0.4%	10%
Cc1ccc(S(=O)(=O)NCCc2ccccc2)cc1	i	-2.0	1%	26%	1%	0%	-7%	0.1%	14%
O=C(O)c1ccc(NC(=O)C(c2ccccc2)c2ccccc2)cc1	i	1.7	-4%	-6%	1%	1%	4%	-0.2%	11%
CN(C)CCNC(=O)c1onc(CSc2ccc(F)c(F)c2)c1C(=O)NCCN(C)C	i	0.0	-17%	-17%	11%	3%	-28%	0.2%	10%
COC(=O)C1=NN(N=O)C2(CC(=O)N(c3cc(C)cc(C)c3)C2=O)C1 (stereo not given)	nt	-0.8	0%	-5%	?	3%	-6%	0.4%	0%
O=S(=O)(NCc1ccccn1)c1cc(Cl)ccc1Cl	i	-1.4	4%	23%	-3%	0%	9%	-1.1%	31%
CCN(CC)C(=O)CSc1nnc(-c2cccc(OC)c2)o1	i	-3.5	0%	30%	3%	1%	-9%	2.6%	-20%
CC(C)OCCCNC(=O)c1c2c(nc3ccccc13)C(=O)N(C1CCCCC1)C2	nt	nt	-1%	-15%	-8%	nt	-2%	-1.0%	15%
CCCNC(=O)C1(C)CCCN(CC(=O)c2ccccc2OC)C1 (stereo not given)	i	0.0	nt	-10%	nt	nt	-3%	-0.3%	-24%
CN(C(=O)COC(=O)c1cccs1)c1c(N)n(Cc2ccccc2)c(=O)[nH]c1=O	i	-3.0	-5%	6%	-2%	1%	-3%	-0.8%	0%
COc1ccc(NC(=O)Cc2nnc(SCC(=O)NC3CCCCC3C)n2C)cc1 (stereo not given)	i	-3.3	2%	6%	2%	1%	-11%	-1.6%	-17%
O=C(CN1C(=O)COc2ccc(S(=O)(=O)N3CCOCC3)cc21)NCc1ccco1	i	1.2	-2%	-14%	9%	1%	7%	-0.3%	1%
COc1ccc(CN2CCOCC2)cc1	i	1.4	1%	-4%	3%	2%	5%	0.1%	1%
COc1ccccc1N1CCN(S(=O)(=O)CCNC(=O)c2cccc(F)c2)CC1	i	-2.3	-1%	6%	-5%	-3%	-7%	0.0%	0%
CC(=O)Nc1nc(-c2ccccc2)ns1	i	-1.0	0%	12%	-26%	0%	7%	2.8%	7%
COc1ccccc1CNc1nc(=S)[nH]c2cc(OC)c(OC)cc12	i	0.8	-10%	7%	-14%	0%	-18%	0.6%	2%
O=C(c1ccccc1Oc1nnnn1-c1ccccc1)N1CCOCC1	i	-0.3	2%	5%	4%	-1%	-3%	25%	1%
CC(C)(CNc1ccc(S(=O)(=O)C(F)(F)F)cc1[N+](=O)[O-])N1CCOCC1	i	0.6	1%	-1%	23µM*	1%	-4%	-0.8%	-10%
O=C(N/N=C/c1ccccc1F)NC12CC3CC(CC(C3)C1)C2	i	-1.1	1%	2%	-4%	-1%	0%	1.5%	0%
CC(Oc1ccccc1)C(=O)Nc1ccc(C(=O)OCc2cc(=O)n3nc(C4CC4)sc3n2)cc1 (stereo not given)	nt	nt	-12%	-14%	nt	nt	-25%	0.4%	-4%
O=C1c2ccccc2C(=O)N1CCOc1ccccc1Cl	i	-0.9	?	-18%	?	-2%	-11%	3.9%	-1%
COc1cc2c(cc1NC(=O)CSc1nccn1C)oc1ccccc12	i	0.2	0%	-20%	-4%	3%	-23%	13%	-5%
CC(C)OCCCNC(=O)CN1C(=O)c2cccnc2Sc2ccccc21	nt	nt	-6%	-10%	?	nt	-14%	-0.9%	-25%
CC(CN1CCC(n2nccc2NC(=O)c2ccccc2Cl)CC1)c1ccccc1 (stereo not given)	i	-1.4	-14%	-13%	-19%	-1%	0%	0.3%	-3%

Compound profiles, from the list above. Screens in order: Akt phos inh	CCT modulator	A549 tox	Abeta yeast res	Nrf2 block	MmCpn inh	HepG2 tox	Nrf2 activator	TGFb SMAD3 inh
Results for O=C1c2ccccc2C(=O)N1CCOc1ccccc1Cl : i	-0.9	?	-18%	?	-2%	-11%	3.9%	-1%
Results for CC(Oc1ccccc1)C(=O)Nc1ccc(C(=O)OCc2cc(=O)n3nc(C4CC4)sc3n2)cc1 (stereo not given) : nt	nt	-12%	-14%	nt	nt	-25%	0.4%	-4%
Results for COc1cc2c(cc1NC(=O)CSc1nccn1C)oc1ccccc12 : i	0.2	0%	-20%	-4%	3%	-23%	13%	-5%
Results for CC(C)OCCCNC(=O)CN1C(=O)c2cccnc2Sc2ccccc21 : nt	nt	-6%	-10%	?	nt	-14%	-0.9%	-25%

Source: PubChem BioAssay
